POLH inh – qHTS for Inhibitors of Polymerase Eta. Potency, µM (highest dose often 114 µM), for the others: at the top dose activity change, negative = inhibition, most hits filed as inhibitors. 1.2% of 390,000 active. AID 588591, 2011. DNA polymerase eta (Homo sapiens), Q9Y253. recombinant Pol eta, fluorescent DNA replication assay; also: % is scaled to controls: 0 for no effect and ±100 for the full control effect
Target sequence (Q9Y253 whole entry, looked up): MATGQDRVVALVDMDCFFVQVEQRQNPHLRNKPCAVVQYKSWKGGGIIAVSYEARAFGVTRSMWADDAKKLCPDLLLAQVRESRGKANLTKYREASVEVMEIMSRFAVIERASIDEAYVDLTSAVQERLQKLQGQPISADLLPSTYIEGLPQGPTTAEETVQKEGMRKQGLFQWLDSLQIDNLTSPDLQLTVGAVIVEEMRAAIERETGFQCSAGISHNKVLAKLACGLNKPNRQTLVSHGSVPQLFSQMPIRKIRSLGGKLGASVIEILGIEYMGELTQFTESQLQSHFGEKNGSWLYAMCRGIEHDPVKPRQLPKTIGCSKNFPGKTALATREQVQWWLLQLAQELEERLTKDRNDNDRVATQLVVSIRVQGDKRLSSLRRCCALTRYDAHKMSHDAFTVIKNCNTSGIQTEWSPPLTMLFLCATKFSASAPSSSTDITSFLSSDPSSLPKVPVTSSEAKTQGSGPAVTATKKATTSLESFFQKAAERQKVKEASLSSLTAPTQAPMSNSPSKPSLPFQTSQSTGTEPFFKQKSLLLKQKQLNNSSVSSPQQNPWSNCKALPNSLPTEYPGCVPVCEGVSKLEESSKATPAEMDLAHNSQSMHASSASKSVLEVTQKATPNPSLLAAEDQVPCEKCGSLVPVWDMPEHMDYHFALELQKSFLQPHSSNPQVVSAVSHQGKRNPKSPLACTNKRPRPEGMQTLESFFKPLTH
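Pol eta at 10 nM preincubated with compounds 15 min at room temperature; reaction started with fluorescent substrate (50 nM final) and read kinetically at 0 and 10 min.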
POLK inh – qHTS for Inhibitors of Polymerase Kappa. 0.53% of 400,000 active. AID 588579, 2011. Potency, µM (doses to about 107 µM), without a hit: at the top dose activity, negative = inhibition, usual class: inhibitors. purified Pol kappa, fluorescent DNA synthesis assay, 10 min; also: % is scaled to controls: 0 for no effect and ±100 for the full control effect
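10 nM Pol kappa preincubated 15 min at room temperature with compounds, then reaction started with substrate at 50 nM final. Fluorescence read kinetically at 0 and 10 min; buffer-only wells served as negative control.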
Anesthetic bind – qHTS Assay for Identification of Novel General Anesthetics; apoferritin/1-aminoanthracene competitive binding, fluorescence; Potency, µM (top dose mostly 77.5 µM), without a hit: at the highest dose activity change, negative = displacement, most hits filed as inhibitors; 0.074% of 350,000 active; AID 485281, 2010; also: % is scaled to controls: 0 for no effect and ±100 for the full control effect; nearly all actives have a fitted effect of over 20% in size
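Concentration-response curves derived by four-parameter Hill fitting of normalized fluorescence, where compounds displaced 1-AMA from 10 uM horse apoferritin following a brief 10 min room-temperature incubation; propofol titration acted as positive control.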
G9a block – qHTS Assay for Inhibitors of Histone Lysine Methyltransferase G9a | Histone-lysine N-methyltransferase EHMT2 (Homo sapiens), Q96KQ7 | G9a H3K9 monomethylation, AlphaScreen, 2 h | Potency, µM (highest dose often 102 µM), for the others: at the top dose activity, negative = inhibition, most hits filed as inhibitors | 8.8% of 350,000 active; also: % is scaled to controls: 0 for no effect and ±100 for the full control effect; nearly all actives have a fitted effect of over 75% in size
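Chemiluminescent proximity detection of H3K9 monomethylation, read after 10 min bead incubation in the dark. Reaction: 20 nM G9a, 500 nM biotin-H3K9 peptide, 20 uM SAM cofactor, 2 h, room temperature, following 15 min enzyme-compound preincubation.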
APE1 inh – qHTS Assay for Inhibitors of the Human Apurinic/apyrimidinic Endonuclease 1 (APE1) | DNA repair nuclease/redox regulator APEX1 (Homo sapiens), P27695 | recombinant APE1, TAMRA/BHQ-2 abasic DNA cleavage fluorescence | Potency, µM (titrated, usually from 65.8 µM), inactives show at the top dose activity change, negative = inhibition, usual class: inhibitors | 0.35% of 350,000 active;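 also: plate controls were vehicle for no effect and reference inhibitor for full effect; nearly all actives have a fitted effect of over 55% in size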
Target sequence (P27695 whole entry, looked up): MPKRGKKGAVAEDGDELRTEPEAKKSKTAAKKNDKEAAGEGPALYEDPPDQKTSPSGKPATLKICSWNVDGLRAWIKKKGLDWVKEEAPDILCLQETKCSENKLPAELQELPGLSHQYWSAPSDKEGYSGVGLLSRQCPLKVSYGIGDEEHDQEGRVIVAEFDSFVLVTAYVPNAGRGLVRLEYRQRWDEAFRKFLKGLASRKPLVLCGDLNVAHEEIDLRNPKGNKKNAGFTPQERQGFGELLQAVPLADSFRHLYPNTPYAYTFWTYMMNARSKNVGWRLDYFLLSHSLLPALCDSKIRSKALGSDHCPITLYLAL
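Substrate: short duplex with […] THF abasic site, 5'-TAMRA and 3'-BHQ-2, 50 nM final. APE1 at 0.75 nM, preincubated 15 min RT with compound. Fluorescence increase from first to third read measured activity.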
POLI inh – qHTS for Inhibitors of Polymerase Iota; Potency, µM (doses to about 115 µM), without a hit: top-dose activity, negative = inhibition, usual class: inhibitors; Pol iota fluorescent replication assay, 10 min; 1% of 390,000 active; DNA polymerase iota (Homo sapiens), Q9UNA4
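Pol iota at 10 nM preincubated 15 min with compounds at room temperature; reaction started with fluorescent substrate, 50 nM final. Fluorescence read kinetically at 0 and 10 min; buffer-only wells as negative control.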
Pol beta inh – qHTS Assay for Inhibitors of DNA Polymerase Beta | P06746 | Pol beta primer extension/strand displacement, fluorescence kinetic | Potency, µM (doses to about 114 µM), without a hit: at the top dose activity change, negative = inhibition, usual class: inhibitors | 1.3% of 340,000 active; also: % is scaled to controls: 0 for no effect and ±100 for the full control effect
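Preincubation: enzyme (10 nM) with compound, 15 min, RT. Reaction: substrate added to 50 nM final. Reads: 0 and 10 min. Analysis: normalized, Hill fit.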
BLM helicase inh – qHTS Assay for Inhibitors of Bloom's syndrome helicase (BLM). recombinant BLM DNA unwinding, fluorescence dequenching. Potency, µM (top dose mostly 56.1 µM), for the others: at the top dose activity change, negative = inhibition, hits mostly inhibitors. 0.2% of 350,000 active. AID 2528, 2010;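 also: plate controls were vehicle for no effect and no enzyme for full effect; nearly all actives have a fitted effect of over 35% in size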
BAZ2B inh – qHTS Assay for Inhibitors of BAZ2B; Bromodomain adjacent to zinc finger domain protein 2B (Homo sapiens), Q9UIF8; AlphaScreen BAZ2B-H3K14Ac peptide displacement; Potency, µM (highest dose often 114 µM), for the others: at the highest dose activity change, negative = inhibition, hits mostly inhibitors; 4.4% of 360,000 active; also: % is scaled to controls: 0 for no effect and ±100 for the full control effect; nearly all actives have a fitted effect of over 60% in size
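Protein-peptide AlphaScreen: BAZ2B 50 nM, b-H3K14Ac 50 nM, 1x PBS pH 7.4 + 0.01% Tween-20. Preincubation 30 min RT; cpd 30 min RT (top 110 uM); beads 20 min RT, light-protected.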
Active calls of the source: *; ? = inconclusive; · = no result given; [ ] = another dose, or the depositor's remark. Calls follow the shape of the dose curve; as a rule, active = well fitted curve in the direction sought with a large enough effect; inconclusive = small, poorly fitted or top-dose-only effect, or another doubt; inactive = no such curve, though single readings can be large; an effect the other way counts as inactive or inconclusive. Potency is read from the fitted curve at half-maximal effect.

SMILES	POLH inh	POLK inh	Anesthetic bind	G9a block	APE1 inh	POLI inh	Pol beta inh	BLM helicase inh	BAZ2B inh
C/C=C/Cn1c(N(C)Cc2ccccc2)nc2c1c(=O)[nH]c(=O)n2C	-23%	3%	-16%	50µM*	24%	47%[activator]	5%	-13%	-28%
COc1cccc(-n2nnc3c(sc4nc(C)cc(C)c43)c2=O)c1	-13%	-6%	61%	-22%[59 µM]	·	-14%	5%	-7%	0%
COc1ccc2[nH]cc(C(O)CN3CCN(c4ccccc4)CC3)c2c1 (stereo not drawn)	·	·	-17%	-35%	1%	·	-1%	-5%	17%
Cc1ccc(C(C)NC(=O)c2ccco2)cc1 (stereo not drawn)	1%	-12%	1%	1%[59 µM]	15%	10%	3%	2%	-1%
CCOc1ccc(-c2nnn(CCC#N)n2)cc1OC	-19%	2%	0%	·	-1%	93%[activator]	7%	-1%	-7%
O=C(CCc1c[nH]c2ccccc12)NCC1COc2ccccc2O1 (stereo not drawn)	-24%	-2%	-7%	-17%[59 µM]	5%	108%[activator]	-29%	-1%	-30%
COCCN1CCN(C(=O)c2cc(COc3cc(C)ccc3C)on2)CC1	-25%	-3%	-12%	21%	9%	25%	-5%	-3%	-38%
N#CCc1nc(CSc2nc3ccccc3o2)cs1	7%	-7%[60.1 µM]	-13%	-12%[59 µM]	-2%	2%	1%	-4%	·
CCCOc1c(Br)cc(C(=O)OCC(=O)NC(=O)c2cccn2C)cc1OC	-9%	-4%	·	-8%[2.33 µM]	-7%	12%	·	·	9%
CC(=O)c1cccc(NC(=O)c2nc(-c3ccccc3)n(-c3cccc(C)c3)n2)c1	-10%	-11%	-12%	-29%[59 µM]	·	50%[activator]	-21%	-8%	-9%
O=C(CN1CCN(c2ccccc2F)CC1)c1ccc2cc[nH]c2c1	-1%	-26%	-5%	25µM*	-2%	40%[activator]	2%	-5%	4%
CC(C)CN(CC(C)C)S(=O)(=O)N1CCC(C(=O)NCCN2CCOCC2)CC1	-19%	-7%	-11%	5%[12.7 µM]	1%	14%	7%	1%	-19%
O=C(CNC(=S)NC(=O)c1cccs1)c1ccccc1	0%	-5%	-23%	?	-1%	51%[activator]	-1%	0%	-35%
COc1cc(NC(=O)c2cc([N+](=O)[O-])ccc2NC(=O)CNC2CCCCC2C)cc(OC)c1 (stereo not drawn)	-28%	-6%	6%	?	10%	148%[activator]	2%	-15%	-24%
O=C(CO/N=C/c1ccccc1OC(F)F)NC1CCCC1	-1%	0%	-8%	7%	0%	62%[activator]	-4%	-2%	-2%
CN(Cc1ccccc1)C(=O)COC(=O)Cn1cnc2ccccc21	-2%	0%	-3%	?	2%	131%[activator]	2%	3%	-20%
O=C(Nc1cccnc1)Nc1ccc(Cl)cc1Cl	-18%	-3%	-4%	50µM*	8%	2%	24%	0%	-19%
CSc1ccccc1C(=O)C1CCCN(C(=O)c2cc(C(C)C)no2)C1 (stereo not drawn)	-10%	5%	-3%	·	13%	51%[activator]	9%	-7%	-9%
O=C(Nc1ccc(Cl)cn1)c1ccc2c(Cl)c3c(nc2c1)CCC3	-3%	14%	10%	22%[59 µM]	-7%	10%	5%	-2%	7%
CCOCCn1ccc2c(OCC(=O)NCCc3ccc(OC)c(OC)c3)cccc2c1=O	-20%	-18%	·	9%	-4%	31%[activator]	·	·	4%
CCc1nc2nc(C)cc(Nc3cc(Cl)ccc3C)n2n1	7%	-22%	-9%	-31%[59 µM]	·	1%	-1%	-1%	2%
COc1ccc(C(C(=O)NC2CCCCC2)N(CC2CCCO2)C(=O)CCCC(=O)Nc2ccccn2)cc1 (stereo not drawn)	-7%	-1%	0%	-5%	-1%	10%	12%	-1%	-10%
CCOC(=O)c1sc(S(C)=O)c2c1CCc1conc1-2 (stereo not drawn)	-16%	-13%	-5%	32µM*	-5%	72%[activator]	-18%	-10%	-3%
O=C(CCn1cnnn1)Nc1ccc(Cl)cc1Cl	-4%	-14%	-8%	33%[activator][12.7 µM]	-5%	-12%	-27%	-9%	?
Cc1cccc(CNc2cc(-c3ccccc3CN(C)C)ncn2)c1	·	0%[60.1 µM]	-6%	·	2%	·	·	3%	·

Continuation.
SMILES	POLH inh	POLK inh	Anesthetic bind	G9a block	APE1 inh	POLI inh	Pol beta inh	BLM helicase inh	BAZ2B inh
Cc1c(Nc2nc(-c3ccc(Cl)cc3)cs2)c(=O)n(-c2ccccc2)n1C	-15%	-1%	1%	-49%[59 µM]	?	19%	7%	5%	-35%
COc1ccc(OCC(=O)Nc2c3c(nn2C(C)(C)C)CS(=O)(=O)C3)cc1	-2%	-11%	-7%	·	-5%	18%	41%	0%	-5%
Cc1nn(-c2ccccc2)c(-n2cccc2)c1C(=O)NCCCN1CCN(c2ccccc2F)CC1	-7%	-7%	-10%	5%[59 µM]	·	25%	-3%	-6%	-23%
Cc1ccc(OCC(=O)Nc2cc(S(=O)(=O)N3CCCCC3)ccc2C)c([N+](=O)[O-])n1	-18%	-1%	-4%	?	?	-7%	1%	-4%	3%
C=CCNc1nc(C)c(C(C)=O)cc1C#N	-9%	2%	-3%	11%	5%	16%	3%	-3%	50µM*
COCCNC(=O)c1cc(-c2ccc(Cl)c(Cl)c2)on1	-16%	1%	34%[activator]	-12%[59 µM]	2%	19%	21%	3%	-2%
COc1ccc(OC)c(-c2c(C#N)c(N)nc3c2c(=O)nc2sccn23)c1	6%	-25%	-5%	-30%	-11%	74%[activator]	25%	-2%	-13%
Cc1cccc(NCc2ccccc2OCc2ccccc2F)c1	-13%	0%	4%	24%[59 µM]	9%	6%	0%	-2%	11%
c1ccc(N2CCN(Cc3ccsc3)CC2)nc1	0%	-3%	-8%	14µM*	2%	17%	1%	2%	79µM*
COc1cccc(C(=O)COc2cccc(NC(=O)c3ccco3)c2)c1	8%	-5%	?	-9%	-4%	139%[activator]	4%	-6%	-13%
Cc1cc(OCC(=O)NNC(=O)CCc2ccccc2)ccc1Br	-19%	-12%	-4%	0%	54%	?	?	-7%	-2%
CCSCCNC(=O)c1cncc(Br)c1	-11%	6%	4%	-2%[12.7 µM]	?	-10%	10%	4%	8%
Cc1cccc(CS(=O)(=O)Cc2ccc(C(=O)NC3CCCCCC3)o2)c1	-20%	-4%	-22%	10%	39%	5%	15%	-1%	-9%
O=C(CCNC(=O)c1ccccc1Cl)Nc1cc(C(F)(F)F)ccc1Cl	-7%	-13%	-5%	17%[59 µM]	-4%	19%	13%	-13%	1%
O=C(NCc1nnc(SCC(=O)N2CCCc3ccccc32)o1)c1c(F)cccc1Cl	4%	10%	-15%	4%	4%	24%	45%	-4%	-21%
CCCOc1ccc(NC(N)=O)cc1OCCC	-9%	-4%	-17%	-3%[12.7 µM]	-6%	58%[activator]	7%	-4%	2%
O=C(c1cccc(NS(=O)(=O)c2ccc(F)c(F)c2)c1)N1CCN(C(c2ccccc2)c2ccccc2)CC1	-20%	-19%	-18%	50µM*	3%	-8%	6%	0%	-5%
COc1cc2nc(NC(=O)c3ccc(S(=O)(=O)N4CCOCC4)cc3)sc2cc1OC	-9%	-7%[60.1 µM]	80%[activator]	2%[59 µM]	·	-5%	0%	-3%	7%
O=C(CN1CCN(c2ccc(F)cc2)CC1)Nc1ccc(-n2cnnn2)cc1	4%	-2%	1%	-7%[59 µM]	6%	7%	3%	-7%	3%
C/C(=N\O)C1/C(=N/O)CC2C1C2(C)C (stereo not drawn)	-5%	-4%	-9%	?	0%	4%[58.9 µM]	24%	-2%	11%
Oc1ccc(-c2[nH]ncc2-c2cnn(-c3ccccc3)c2)c(O)c1	-7%	4%	-12%	-46%	15%	118%[activator]	18%	-5%	-35%
COc1ccc(O)c(/C=N\NC(=O)CCn2nnc3ccccc32)c1	-9%	7%	80%[activator]	24%[59 µM]	2%	10%	2%	-3%	0%
O=C(NC1CCCCCC1)C(=S)NCCc1ccccc1	-8%	-1%	?	·	15%	30%	4%	-1%	-11%
O=C(NCCC(=O)N1CCN(c2ccccn2)CC1)c1ccc([N+](=O)[O-])cc1	-20%	7%	·	·	11%	10%	·	·	·
CCOc1ccc2[nH]c3ncccc3c(=O)c2c1	-1%	-17%	143%[activator]	6%	16%	?	-4%	-2%	-1%
Cc1[nH][nH]c(=O)c1C=NCc1cccs1	-17%	3%	-8%	-4%	?	-3%	-18%	-6%	-37%
CCN1CCc2c(C#N)c(N3CCOCC3)nc(N3CCOCC3)c2C1	-17%	-10%	-4%	27%[12.7 µM]	0%	5%	3%	3%	13%
CC(C)c1nccn1S(=O)(=O)c1cc(Cl)ccc1Cl	-6%	-10%	2%	-2%[59 µM]	-12%	-7%	30%	2%	-3%
CCOC(=O)CCC(NC(=O)CCCCCCCCC(=O)NC(CCC(=O)OCC)C(=O)OCC)C(=O)OCC (stereo not drawn)	-16%	3%	-7%	13%	1%	-17%	0%	-1%	1%
O=C(NCc1nnc2c3ccccc3c(-c3ccccc3)nn12)c1ccccc1Cl	-3%	-4%	?	-1%[59 µM]	5%	59%[activator]	21%	6%	-4%

Compounds above that have two or more sulfur atoms (four):
SMILES	POLH inh	POLK inh	Anesthetic bind	G9a block	APE1 inh	POLI inh	Pol beta inh	BLM helicase inh	BAZ2B inh
N#CCc1nc(CSc2nc3ccccc3o2)cs1	7%	-7%[60.1 µM]	-13%	-12%[59 µM]	-2%	2%	1%	-4%	·
O=C(CNC(=S)NC(=O)c1cccs1)c1ccccc1	0%	-5%	-23%	?	-1%	51%[activator]	-1%	0%	-35%
CCOC(=O)c1sc(S(C)=O)c2c1CCc1conc1-2 (stereo not drawn)	-16%	-13%	-5%	32µM*	-5%	72%[activator]	-18%	-10%	-3%
COc1cc2nc(NC(=O)c3ccc(S(=O)(=O)N4CCOCC4)cc3)sc2cc1OC	-9%	-7%[60.1 µM]	80%[activator]	2%[59 µM]	·	-5%	0%	-3%	7%

This is a subset; the hit share may differ from the screen's.
